UbGFP stabilizer – proteasome inhibitors stabilizing ubiquitin-GFP reporter | Ubiquitin-GFP reporter cells, proteasome inhibition, GFP fluorescence; response scale: untreated = 0%, 10 µM MG-132 = 100% | Potency, µM (titrated, usually from 45.9 µM), for the others: top-dose activation (GFP accumulation), most hits filed as activators | 67,000 tested, under 10 active | AID 526; active = well fitted activation curve with a large enough effect, not every such curve was filed as active; inconclusive = small, poorly fitted or top-dose-only effect, or another doubt; inactive = no such curve, though single readings can be large or run the other way; note: potency is the fitted concentration of half-maximal effect
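U2OS cells expressing ubiquitin(G76V)-GFP, seeded overnight in 0.5% FBS medium, then treated 4 hr at 37 C across 46 uM to 2.9 nM. GFP-positive cells counted by laser cytometry (488 ex/515 em); %activity scaled between basal and 10 uM MG-132.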
USP2a inh – blocks human ubiquitin-specific protease USP2a. O75604. USP2a enzymatic assay, qHTS inhibition. Potency, µM (doses to about 38.3 µM), inactives show at the highest dose activity change, negative = inhibition, hits mostly inhibitors. actives 0.1% (n = 60,000);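 note: potency is the fitted concentration of half-maximal effect; nearly all actives have a fitted effect of over 60% in size; plate controls were DMSO for no effect and NEM full inhibition control for full effect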
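Coupled readout: USP2-cleaved Ub-PLA2 (20nM final) turns over NBD C6-HPC (20uM final), Ex 460nm/Em 535nm after 2.5 h, time-zero read flagging artifacts. Enzyme (20nM final, pH 8.0 Tris) given 30 min RT with compound first; NEM defines full inhibition.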
BRCT inh green – BRCA1 BRCT-phosphoprotein interaction inhibition | BRCA1 BRCT-phosphopeptide binding, green fluorescence polarization | Potency, µM (highest dose often 76.9 µM), without a hit: top-dose activity change, negative = inhibition, actives largely listed as inhibitors | actives 0.05% (n = 75,000);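 note: potency is the fitted concentration of half-maximal effect; plate controls were peptide without protein for full effect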
Target sequence (P38398 whole entry, looked up): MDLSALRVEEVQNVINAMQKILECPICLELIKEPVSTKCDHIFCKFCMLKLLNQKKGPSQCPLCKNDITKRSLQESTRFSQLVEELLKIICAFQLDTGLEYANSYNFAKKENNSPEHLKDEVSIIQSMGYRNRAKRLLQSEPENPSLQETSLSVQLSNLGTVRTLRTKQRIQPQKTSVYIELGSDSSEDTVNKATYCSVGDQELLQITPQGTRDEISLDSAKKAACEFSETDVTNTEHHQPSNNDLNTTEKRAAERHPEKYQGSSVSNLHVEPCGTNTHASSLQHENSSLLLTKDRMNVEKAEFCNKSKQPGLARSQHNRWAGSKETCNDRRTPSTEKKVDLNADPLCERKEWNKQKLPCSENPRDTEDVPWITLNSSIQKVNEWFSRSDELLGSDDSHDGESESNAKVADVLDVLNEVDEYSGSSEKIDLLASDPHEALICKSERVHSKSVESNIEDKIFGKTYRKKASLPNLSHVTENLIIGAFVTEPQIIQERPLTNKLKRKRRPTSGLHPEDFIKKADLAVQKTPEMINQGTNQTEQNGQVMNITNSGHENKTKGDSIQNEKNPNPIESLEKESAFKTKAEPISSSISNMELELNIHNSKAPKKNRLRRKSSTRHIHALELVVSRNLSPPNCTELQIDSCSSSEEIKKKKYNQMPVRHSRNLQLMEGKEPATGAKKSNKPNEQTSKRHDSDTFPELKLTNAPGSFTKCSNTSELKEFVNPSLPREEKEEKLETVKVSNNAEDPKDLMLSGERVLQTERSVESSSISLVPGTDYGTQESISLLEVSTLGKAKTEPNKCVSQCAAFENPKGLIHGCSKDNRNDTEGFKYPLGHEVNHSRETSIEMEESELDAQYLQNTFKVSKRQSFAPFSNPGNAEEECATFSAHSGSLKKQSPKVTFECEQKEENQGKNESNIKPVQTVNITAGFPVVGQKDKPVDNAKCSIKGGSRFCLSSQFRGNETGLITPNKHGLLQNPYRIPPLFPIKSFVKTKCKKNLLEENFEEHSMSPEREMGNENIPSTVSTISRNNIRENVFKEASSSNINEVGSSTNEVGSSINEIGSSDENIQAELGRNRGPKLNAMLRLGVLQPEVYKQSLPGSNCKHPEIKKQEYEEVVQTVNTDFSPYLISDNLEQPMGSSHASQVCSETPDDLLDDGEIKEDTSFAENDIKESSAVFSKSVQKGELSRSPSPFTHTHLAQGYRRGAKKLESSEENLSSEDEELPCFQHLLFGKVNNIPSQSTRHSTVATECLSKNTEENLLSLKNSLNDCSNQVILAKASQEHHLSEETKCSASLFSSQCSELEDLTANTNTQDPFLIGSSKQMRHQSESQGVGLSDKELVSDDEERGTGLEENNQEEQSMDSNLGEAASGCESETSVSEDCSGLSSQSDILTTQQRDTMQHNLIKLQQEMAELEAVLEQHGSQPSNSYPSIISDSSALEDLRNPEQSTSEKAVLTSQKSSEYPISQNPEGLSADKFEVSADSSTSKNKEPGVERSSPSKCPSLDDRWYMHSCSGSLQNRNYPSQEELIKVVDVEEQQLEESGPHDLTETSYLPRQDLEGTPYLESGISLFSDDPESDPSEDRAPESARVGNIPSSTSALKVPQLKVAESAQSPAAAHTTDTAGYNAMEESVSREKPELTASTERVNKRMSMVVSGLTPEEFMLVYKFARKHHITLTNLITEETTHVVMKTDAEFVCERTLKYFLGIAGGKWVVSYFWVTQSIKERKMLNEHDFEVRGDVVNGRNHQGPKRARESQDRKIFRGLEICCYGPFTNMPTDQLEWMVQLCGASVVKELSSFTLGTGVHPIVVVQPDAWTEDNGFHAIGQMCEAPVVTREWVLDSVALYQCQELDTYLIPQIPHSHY
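Fluorescence polarization: His-tagged BRCT (~35 kDa BRCA1 C-terminus, 250 nM) bound to 100 nM fluorescein-labeled phosphorylated 10-aa BACH1 peptide, pH 7.3 phosphate buffer with DTT and Tween 20. Compounds incubated 12 min at room temperature; inhibition read as lowered polarization.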
ALOX15 inhib – blocks human 15-lipoxygenase activity. P16050. purified 15hLO-1, xylenol orange hydroperoxide absorbance. Potency, µM (series often up to 57.1 µM), inactives show top-dose activity change, negative = inhibition, actives largely listed as inhibitors. actives 1.4% (n = 74,000). AID 887; note: potency is the fitted concentration of half-maximal effect; % is set by controls: 0 for no effect and ±100 for the full control effect; nearly all actives have a fitted effect of over 55% in size
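Quantitative HTS in 25 mM Hepes pH 7.5 containing 0.01% Triton X-100: human 15hLO-1 at 40 nM, arachidonic acid at 50 uM, 6 min turnover. Product quantified via ferrous oxidation/xylenol orange, 573:405 nm absorbance ratio.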
CRE Fsk mod – modulators of forskolin-stimulated CRE signaling in CHO cells | CHO CRE-bla reporter (cAMP response element driving beta-lactamase), forskolin EC10, beta-lactamase ratio | Potency, µM (titrated, usually from 38.2 µM), for inactives: at the highest dose activity change, negative = inhibition, usual class: activators | actives 2.5% (n = 71,000); active = well fitted activation curve with a large enough effect in the signal ratio, with a control signal flat, not every such curve was filed as active; inconclusive = small, poorly fitted or top-dose-only effect, or effect the other way, or a change in a side signal; the % refers to the signal ratio; note: potency is the fitted concentration of half-maximal effect; % of control where 0% means no effect
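qHTS titration format; CRE-bla CHO reporter; stimulus EC10 NKH 477, a water-soluble forskolin. Read: CCF4 460/530 nm ratio. Potency expressed as AC50 for activators or inhibitors.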
HADH2 inhib – inhibitors of human HADH2 dehydrogenase; Q99714; recombinant HADH2, NADH fluorescence, beta-hydroxybutyryl-CoA; Potency, µM (top dose mostly 57.1 µM), without a hit: top-dose activity change, negative = inhibition, most hits filed as inhibitors; actives 3.4% (n = 73,000); note: potency is the fitted concentration of half-maximal effect; % is set by controls: 0 for no effect and ±100 for the full control effect; nearly all actives have a fitted effect of over 60% in size; many of its hits are not listed in these tables
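E. coli-expressed His-tagged HADH2 tested at 20 nM in alkaline Tris buffer (pH 9.0); oxidation of 90 uM beta-hydroxybutyryl-CoA with 1 mM NAD+ tracked fluorimetrically for 4 min.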
Pol III holo inh – DNA polymerase III holoenzyme inhibition; reconstituted DNA polymerase III holoenzyme replication, biochemical; Potency, µM (series often up to 57.1 µM), without a hit: top-dose activity change, negative = inhibition; actives 0.25% (n = 71,000); AID 603; note: potency is the fitted concentration of half-maximal effect; % is set by controls: 0 for no effect and ±100 for the full control effect
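Reconstituted *E. coli* holoenzyme (0.35 nM Pol III, 1 nM beta, 154 nM SSB, 2 nM primase) was preincubated with compound for 15 min at RT. Synthesis on 1.4 nM ssM13Gori ran 35 min, then was stopped with PicoGreen/EDTA and read as dsDNA fluorescence.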
HBB splicing – modulators of hemoglobin beta chain splicing | AID 925 | HBB splicing reporter cell assay, activation; EGFP reporter with mutant IVS2-654 intron; response scale: normalised to 500 nM splice-correcting PNA | Potency, µM (titrated, usually from 46.1 µM), without a hit: at the highest dose activation, actives largely listed as activators | actives 0.06% (n = 65,000); note: potency is the fitted concentration of half-maximal effect; 0% is about no effect
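HeLa cells stably expressing EGFP interrupted by mutant beta-globin intron 2 (IVS2-654), 500/well in 2% FCS. Treated with compound for 2 days at 37C. Splicing correction scored as total well GFP intensity (488 nm excitation, 500-520 nm emission); 500 nM antisense PNA served as control.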
Hsp90 Hop PPI – changes Hsp90-Hop TPR2A binding signal, up or down. AlphaScreen TPR2A-His6 binding biotin-Hsp90 C-terminal peptide. Potency, µM (highest dose often 57 µM), for the others: at the highest dose activity change, negative = inhibition. actives 0.44% (n = 71,000). AID 595; active = well fitted curve in either direction with a large enough effect; inconclusive = small, poorly fitted or top-dose-only effect, or another doubt; note: potency is the fitted concentration of half-maximal effect; % is set by controls: 0 for no effect and ±100 for the full control effect; many of its hits are not listed in these tables
Epigenetic mod – derepresses silenced GFP locus in mouse C127i cells. mouse C127i GFP locus derepression, cytometry, 30 h. Potency, µM (doses to about 46.1 µM), without a hit: at the top dose GFP derepression (activation). actives 0.09% (n = 68,000). AID 597; note: % of control where 0% means no effect
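Read-out is the number of GFP-positive cells, scored as fluorescent objects 20 to 120 um wide, reflecting derepression of a silenced CMV-GFP reporter in murine C127i cells after 30 h compound exposure at 37 C.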
BRCT PPI red – BRCT-phosphoprotein interaction inhibition (red fluorophore). P38398. BRCT-phosphopeptide binding, red fluorescence polarization. Potency, µM (titrated, usually from 76.9 µM), for inactives: top-dose activity change, negative = inhibition, actives largely listed as inhibitors. actives 0.03% (n = 75,000); note: % is set by controls: 0 for no effect and ±100 for the full control effect
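Fluorescence polarization: 100 nM His-tagged BRCA1 BRCT with 100 nM TAMRA-labelled phospho-BACH1 decapeptide, phosphate buffer pH 7.3 with 150 mM NaCl, DTT, 0.01% Tween 20; 12 min RT. Binding inhibition seen as FP decrease.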
Numbers without * were called inactive; ? = inconclusive; . = no result given; & = joins results of further samples; [ ] = another dose, or the depositor's remark. Unless noted, calls come from the whole dose curve; as a rule, active = well fitted curve in the direction sought with a large enough effect; inconclusive = small, poorly fitted or top-dose-only effect, or another doubt; inactive = no such curve, though single readings can be large; an effect the other way counts as inactive or inconclusive.

#1 C=CCn1c(SCC(=O)NCc2cccs2)nnc1C1CCCCC1
#2 NC(=O)C1CCN(C(=O)CN2CCc3ccccc32)CC1
#3 FC(F)(F)c1ccccc1-c1cc(NCc2cccs2)ncn1
#4 Cc1ccc(S(=O)(=O)N2CCCC2C(=O)NCCc2nc3ccccc3[nH]2)cc1 (configuration not stated)
#5 CC(C)n1c(SCC(N)=O)nc2c1c(=O)[nH]c(=O)n2C
#6 c1ccc2scnc2c1
#7 Cc1ccc(O)c(N=Nc2ccccc2)n1
#8 COc1nc(C#N)c(N2CCOCC2)o1

assay / entry | 1 | 2 | 3 | 4 | 5 | 6 | 7 | 8
UbGFP stabilizer | 3% | 0% | 0% | 1% | 4% | . | 2%&11% | 0%
USP2a inh | 4% | 3% | 30%[activator] | 6% | 3% | . | -1% | 5%
BRCT inh green | -1.3% | -5.2% | -1.2% | -1.0% | -1.5% | -0.1% | -1.9% | -1.6%
ALOX15 inhib | -1% | -18% | -8% | 1% | -3% | -6% | 13µM* | 0%
CRE Fsk mod | 4% | -13% | 4% | ? | 7% | -1% | 11%&3% | -4%
HADH2 inhib | 6% | 10% | 8% | ? | ? | ? | -17%&8% | 4%
Pol III holo inh | -6% | 0% | -1% | 3% | -3% | 1% | -5%&-4% | 1%
HBB splicing | -1.7% | 7.9% | 0.7% | -0.5% | . | -0.6% | -1.9% | -0.3%
Hsp90 Hop PPI | 1% | -5% | 0% | -1% | 3% | 1% | -14%&-11% | -1%
Epigenetic mod | 1% | 0% | -5%[9.22 µM] | -3% | -1% | . | 0%&0% | 5%
BRCT PPI red | 0.3% | 1.6% | -2.3% | -0.4% | -2.4% | -2.1% | -4.3% | -0.2%

#9 Cc1cccc(N(CC(N)=O)S(C)(=O)=O)c1C
#10 CC1CCC(NC(=O)c2cc3c(s2)CS(=O)(=O)C3)CC1 (configuration not stated)
#11 Nc1cc(Cl)c(NC2=NCCN2)c(Cl)c1
#12 CC(CC(=O)O)(CC(=O)O)C(=O)O
#13 O=C(O)c1ccc(-n2nc(C(F)(F)F)c3c2-c2ccoc2CC3)cc1
#14 COc1ccc(CN(Cc2ccncc2)C(=O)CCC(=O)O)cc1
#15 COCCNC(=O)c1cn(C)c(=O)c2cc(OC)c(OC)cc12
#16 CCOC(=O)CCc1c(C)nc2c(c(C)nn2C(C)(C)C)c1C

assay / entry | 9 | 10 | 11 | 12 | 13 | 14 | 15 | 16
UbGFP stabilizer | -8% | -7% | 1% | -5%[9.17 µM] | -3% | -2% | 3% | 6%
USP2a inh | -5% | 50%[activator] | 2% | . | ? | 35%[activator] | -2% | .
BRCT inh green | -2.5% | 0.7% | 2.0% | 1.9%[15.4 µM] | 1.4% | 0.9% | 1.1% | -0.3%
ALOX15 inhib | 9% | -1% | 9% | 9%[11.4 µM] | -10% | -6% | 7% | 4%
CRE Fsk mod | -2% | -4% | ? | 4%[7.6 µM] | ? | 3% | ? | 22%
HADH2 inhib | 4% | 12% | ? | 11%[11.4 µM] | -8% | -5% | 7% | 5%
Pol III holo inh | -3% | -6% | -4% | -7%[11.4 µM] | -2% | -2% | 0% | -5%
HBB splicing | 4.1% | 0.2% | 1.3% | 2.1%[9.22 µM] | 5.3% | -3.2% | -1.3% | -1.4%
Hsp90 Hop PPI | -2% | -1% | -1% | -3%[11 µM] | 1% | -3% | -1% | -4%[2.3 µM]
Epigenetic mod | 3% | 4% | -2% | -1%[9.22 µM] | 0% | -2% | -2% | .
BRCT PPI red | 2.0% | -1.2% | -1.1% | 2.8%[15.4 µM] | -1.2% | -0.2% | -0.8% | 1.4%

#17 O=C(CN1CCN(c2ccccc2)CC1)Nc1nccs1
#18 CCCCOc1ccc(C(=O)NCc2ccco2)cc1
#19 COc1ccccc1N(CC(=O)Nc1ccc(F)c(F)c1)S(C)(=O)=O
#20 Cc1c(N/C=C/C(=O)c2cccs2)c(=O)n(-c2ccccc2)n1C
#21 COC(=O)N1CCC[C@@]2(CCN(C(=O)Nc3cccc(C#N)c3)C2)C1
#22 O=c1c2[nH]c3ccc(Cl)cc3c2ncn1CCN1CCCCC1
#23 CCOc1ccc(C(=O)N2CCC(C(=O)c3ccc4c(c3)OCCO4)CC2)cc1
#24 Cc1ccccc1-n1nnnc1SCC(=O)Nc1ccc(S(=O)(=O)N2CCCC2)cc1

assay / entry | 17 | 18 | 19 | 20 | 21 | 22 | 23 | 24
UbGFP stabilizer | -2% | -5% | -2% | 0% | -6% | 14% | 0% | -2%
USP2a inh | -1% | 0% | 2% | 31%[activator] | -14% | 7% | 18% | 28%
BRCT inh green | -0.8% | -2.2% | 1.2% | 2.3% | -6.6% | -0.6% | -0.9% | 0.5%
ALOX15 inhib | 7% | 0% | -4% | 25µM* | 0% | 0% | 10% | 8%
CRE Fsk mod | -16% | ? | -8% | -18% | -6% | -5% | -2% | 7%
HADH2 inhib | 1% | -19% | 4% | -20% | 8% | 6% | -4% | 17%
Pol III holo inh | 1% | -2% | -4% | -1% | 0% | 1% | 1% | 1%
HBB splicing | -1.1% | 1.4% | 4.5% | -3.1% | 3.0% | -0.2%[1.84 µM] | . | -0.2%[57.5 µM]
Hsp90 Hop PPI | -7% | 3% | 0% | -14% | -4% | -1% | -5% | 1%
Epigenetic mod | 6% | 1% | 3% | 0% | 2%[9.22 µM] | -2% | -1% | 12%
BRCT PPI red | 0.0% | 0.2% | -1.2% | 1.7% | -2.1% | -0.2% | -3.2% | 0.4%

Single records (already shown). Screens in order: UbGFP stabilizer, USP2a inh, BRCT inh green, ALOX15 inhib, CRE Fsk mod, HADH2 inhib, Pol III holo inh, HBB splicing, Hsp90 Hop PPI, Epigenetic mod, BRCT PPI red
COc1nc(C#N)c(N2CCOCC2)o1 as listed: 0%, 5%, -1.6%, 0%, -4%, 4%, 1%, -0.3%, -1%, 5%, -0.2%
Cc1ccccc1-n1nnnc1SCC(=O)Nc1ccc(S(=O)(=O)N2CCCC2)cc1 as listed: -2%, 28%, 0.5%, 8%, 7%, 17%, 1%, -0.2%[57.5 µM], 1%, 12%, 0.4%
c1ccc2scnc2c1 as listed: ., ., -0.1%, -6%, -1%, ?, 1%, -0.6%, 1%, ., -2.1%

(cont.)
#25 CCCn1c(=O)c(C(=O)NCc2cccnc2)c(O)c2ccccc21
#26 CCn1c(SCC(=O)NC2CCCCC2)nnc1-c1cccs1
#27 Cc1nc2oc3c(NCC4CCCO4)ncnc3c2c2c1COC(C)(C)C2 (configuration not stated)
#28 Cn1c(Cn2cnc3ccccc32)nnc1SCc1ccccc1
#29 COc1ccc(NCC(=O)Nc2ccc(Cl)cc2C)c(OC)c1
#30 O=C(Nc1ccc2c(c1)OCCO2)C1CCN(S(=O)(=O)c2cccs2)CC1
#31 COc1ccc2nc(NC(=O)CSc3nnc(-c4ccoc4C)n3C)sc2c1

assay / entry | 25 | 26 | 27 | 28 | 29 | 30 | 31
UbGFP stabilizer | 5% | 18% | 6% | -6% | -5% | 9% | -1%
USP2a inh | 0% | 5% | 13% | -3% | 3% | 20% | 4%
BRCT inh green | 3.6% | 0.0% | 3.4% | -0.1% | -1.5% | 1.7% | -0.9%
ALOX15 inhib | 24% | 9% | 0% | 4% | -8% | 1% | 4%
CRE Fsk mod | ? | 8% | ? | -2% | -6% | ? | 8%
HADH2 inhib | 1% | 12% | 108%[activator] | 1% | 8% | 5% | 1%
Pol III holo inh | -2% | 2% | -8% | -8% | 2% | 6% | -3%
HBB splicing | -5.0% | 0.2% | 0.8%[57.5 µM] | 0.3% | -0.3% | -3.1% | 0.1%[57.5 µM]
Hsp90 Hop PPI | -1% | -1% | -8% | 0% | -14% | 5% | 1%
Epigenetic mod | 0% | -2% | -2% | 2% | 0% | -1% | -3%
BRCT PPI red | -1.4% | 0.5% | -3.3% | 1.3% | -0.4% | -0.5% | 0.2%

Bioassay records (PubChem)

Only part of the results is shown (hit frequency here may not be typical).
